# P. falciparum M1AAP: P. falciparum M1AAP inhibitors, biochemical, fluorogenic H-Leu-NHMec substrate, 1536-well (AID 1445) | recombinant M1AAP, H-Leu-NHMec fluorogenic kinetic assay; higher % means a stronger effect | inhibition, % at 30 µM; hits with a dose series show IC50 in µM | 220,000 compounds, 0.42% hits;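 active means primary inhibition above the hit cutoff, then over 50% inhibition at one or more dose response concentrations, cut at about 23% in these data, passing the limit was not always enough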;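 further: plate controls were DMSO full reaction for no effect and no enzyme background for full effect; strong numbers were not always called active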
# Yfh1-off respiration: mitochondrial function rescue without frataxin homolog – Friedreich's ataxia, plus single-dose screen, dose response (AID 1465). S. cerevisiae Yfh1-off respiration, WST-1 reduction, 72 h; higher fold induction means a stronger effect. one-dose fold induction at 50 µM; EC50 in µM for titrated hits. 220,000 compounds, 0.074% hits;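 active means fold induction of absorbance versus untreated yeast above a set limit, then at least 30% activation at any dose in follow-up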;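 further: activators that raise dye reduction in frataxin-depleted yeast; strong numbers were not always called active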
# T cell HTS: T cell immune modulators affecting CD8 T cell-vesicle binding | 2C CD8+ T cell-vesicle binding, flow cytometry; hits give low values | calls only at 7 µM | 330,000 compounds, 0.068% hits;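 active means response, share of CD8 T cells binding vesicles, and their 90th percentile fluorescence all below set limits, cut at about 80% in these data, passing the limit was not always enough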
#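 Material: 2C TCR transgenic mouse naive CD8+ T cells, MACS-purified. Also added: QL9-charged Drosophila Ld/ICAM-1/B7-1 vesicles. Timing: binding 1.5 h at 37 °C. Measured by: high-throughput flow cytometry with anti-B7-1 and anti-CD8 staining. Read-out: percent CD8+ FL2 mean versus row control. Controls: Unloaded micro-vesicles (low), QL9 vesicles with 0.7% DMSO (high).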
# Dynein cargo inh: blocks dynein driven cargo transport along microtubules | 3617.4 mouse cells, GR-EGFP nuclear translocation imaging; test concentration mostly 20 µM; stimulated with dexamethasone, 1 µM; hits give low values | z-score, hits read low | 220,000 compounds, 0.47% hits;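 active means plate z-score of nuclear minus cytoplasmic receptor signal below a set negative limit, without overly bright fluorescence or cell loss, cut at about -3.5 in these data, passing the limit was not always enough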;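 further: z-score of nuclear minus cytoplasmic ring GR-EGFP intensity difference per well; some compounds called inactive have numbers as strong as hits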
#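 Buffer or medium: Induction medium lacking tetracycline, stripped serum | Also added: Dexamethasone agonist, 1.0 µM final, for 30 min | Timing: 48 h induction, 1 h compound, 30 min dex at 37 °C | Detection: Formaldehyde fixation, Hoechst nuclear stain, 10x automated fluorescence imaging | Measure: Nuclear versus cytoplasmic GR-EGFP signal, averaged per well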
# WT yeast gro inh: growth inhibition of WT yeast, mitochondrial fusion screen | mitochondrial fusion phenotypic screen, WT strain | inhibition, % at 10 µM | 190,000 compounds, 2.1% hits | AID 1362; in the data active means inhibition above about 58%; tested in S. cerevisiae
# MT stabilizer: microtubule stabilization, imaging screen; HeLa tubulin immunostaining HCS, 24 h; share of cells brighter than vehicle mean+2SD; % tubulin-high responders, % at 10 µM; 200,000 compounds, 0.83% hits;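 active means plate Z-score above 3 for both tubulin-high and condensed-nucleus cell shares, with cell loss under 80%, at 10 µM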;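 further: anti alpha tubulin signal scored within the nucleus-defined area of each cell; some results filed as inactive read as strong as hits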
# Autophagy HCS: alters autophagy in cells | 190,000 compounds, 0.98% hits | MEF GFP-LC3 puncta imaging; test concentration mostly 10 µM | calls only at 10 µM (by protocol) | AID 463193;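 active means percentage of spot-positive cells more than 3 SD above its plate mean, without a fluorescence outlier flag or 80% toxicity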;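 further: spot-positive cell cutoff set from DMSO-treated cells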
# b-catenin transl: alters nuclear translocation of beta-catenin in HeLa cells; 190,000 compounds, 0.3% hits; nuclear translocation activity, % at 5 µM; immunofluorescence imaging; AID 1665;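 active means nuclear translocation activity above 50% at 5 µM, with a well cell count of 50 or more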;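 further: per-cell ratio of nuclear to cytoplasmic median beta-catenin stain intensity; plate controls were DMSO negative control for no effect and GSK-3 inhibitor IX positive control for full effect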
#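 Test system: human HeLa cells, native beta-catenin. Compound dosing: 5 µM primary single dose, 0.1% DMSO, 0.02–20 µM confirmation series. Incubation: compound exposure 24 h at 37°C. Detection: beta-catenin immunostaining with DAPI counterstain, 20x imaging, 6 fields/well. Read-out basis: Nuclear/cytoplasmic beta-catenin signal ratio, % activation.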
# P. falciparum M17LAP: P. falciparum M17LAP inhibitors, primary screen, biochemical, fluorogenic H-Leu-NHMec substrate, 1536-well (AID 1619); 220,000 compounds, 0.38% hits; recombinant M17LAP, H-Leu-NHMec fluorogenic kinetic assay; higher % means a stronger effect; inhibition, % at 30 µM, or IC50 in µM where a hit was titrated;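 active means compound inhibiting the enzyme by more than half at any dose during confirmatory dose-response retesting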;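 further: plate controls were full reaction with DMSO carrier for no effect and no enzyme background for full effect; strong numbers were not always called active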
# WT yeast gro inh mutant strain: second read-out of WT yeast gro inh, no call of its own (marks repeat the call); inhibition, %; mitochondrial fusion phenotypic screen, mutant strain inhibition
# Dynein cargo inh cytoplasmic EGFP: recorded beside Dynein cargo inh, whose call it bears; z-score; measured here: cytoplasmic GR-EGFP intensity; hits give high values
# Dynein cargo inh nuclear GR-EGFP: further read-out of Dynein cargo inh, marked with its call; z-score; measured here: nuclear GR-EGFP intensity;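 lower value marks the stronger effect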
# Dynein cargo inh cell count: also measured in Dynein cargo inh; calls as there; z-score; measured here: cell count per field
# b-catenin transl cell count 5 µM: second read-out of b-catenin transl, no call of its own (marks repeat the call); cell count; measured here: cell count, cytotoxicity flag
# T cell HTS vesicle-bound %: further read-out of T cell HTS, marked with its call; double positive events, %; measured here: CD8+ vesicle-bound cell fraction;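 binding gate set so that unloaded-vesicle control wells show 10% double positive cells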
# MT stabilizer Hoechst-high %: second read-out of MT stabilizer, no call of its own (marks repeat the call); % Hoechst-high responders; measured here: nuclear condensation Hoechst responders;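 share of cells brighter than vehicle mean plus two SD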
# MT stabilizer cytotoxicity %: recorded beside MT stabilizer, whose call it bears; toxicity, %; measured here: cytotoxicity by cell density;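 0% = mean cell density of plate MIN control wells and 100% = no cells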
# Autophagy HCS cell loss 18 h: second read-out of Autophagy HCS, no call of its own (marks repeat the call); toxicity, %; measured here: cell loss, nuclei count;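 cell loss after 18 h compound exposure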
# * marks the source's active call; other numbers are inactive results; i = inactive; . = not tested or not shown.
# Each structure is followed by: P. falciparum M1AAP, WT yeast gro inh mutant strain, Dynein cargo inh cell count, b-catenin transl cell count 5 µM, T cell HTS, Autophagy HCS, b-catenin transl, Dynein cargo inh, Dynein cargo inh nuclear GR-EGFP, Autophagy HCS cell loss 18 h, T cell HTS vesicle-bound %, P. falciparum M17LAP, Yfh1-off respiration, MT stabilizer, MT stabilizer cytotoxicity %, Dynein cargo inh cytoplasmic EGFP, MT stabilizer Hoechst-high %, WT yeast gro inh
- Cn1c2c(c(=O)n(C)c1=O)C(c1cccc(F)c1)C(C#N)=C(N)O2 (stereo unspecified)
    1.5%, ., 0.506, 1360, i, ., -0.4, 0.072, -0.368, ., 38.6, 0.5%, i, ., ., -0.244, ., .
- Cn1cc(Br)c(-c2cccc(NC(=O)CC(C)(C)CC(=O)O)c2)n1
    4.6%, ., 0.955, 1190, i, ., -1.7, -1.19, -0.616, ., 35.4, -2.9%, i, ., ., -0.279, ., .
- CN(C(=O)COC(=O)c1ccc(Cl)cc1N)C1CCS(=O)(=O)C1 (stereo unspecified)
    8.1%, 22.9, 0.216, 1201, i, i, -1.4, -0.496, 0.283, -0.8, 32.1, -66.3%, i, 1.9, 3.9, -0.239, 1.5, 11.5
- CC(=O)N1CCN(S(=O)(=O)c2ccc(S(=O)(=O)NC3CC3)cc2)CC1
    6.9%, 19.8, -1.25, 1082, i, i, -1.1, 2, 1.44, -1.5, 42.2, -4.5%, i, 4.3, 5.0, 0.341, 1.5, 4.7
- COc1ccc(Br)cc1/C=N/NC(=O)CN1CCN(Cc2ccccc2)CC1
    8.5%, ., 1.13, 1110, i, ., 0.5, -0.744, -0.483, ., 58.7, 4.6%, i, ., ., -0.257, ., .
- O=c1oc2cc([N+](=O)[O-])ccc2nc1/C=C(O)/C=C/c1ccccc1
    32.9%, ., 1.46, 1316, i, ., -0.3, -1.12, -0.268, ., 33.8, 24.6%, i, ., ., 0.0213, ., .
- CCOc1ccc(S(=O)(=O)N(C)c2ccc(OCC(=O)OCc3c(C)noc3C)cc2)cc1
    8.3%, -9.3, -1.15, ., i, i, ., 1.56, 1.82, -2.5, 38.6, 0.2%, i, 2.0, 4.9, 0.471, 1.3, -9.0
- O=C(O)c1cc(-n2nnnc2SCc2ccccc2F)ccc1Cl
    1.7%, -3.4, 1.03, 872, i, i, -0.8, -0.267, -0.172, -13.8, 44.9, -2.2%, i, 1.8, 5.2, -0.292, 1.4, -9.4
- COC(C(=O)Nc1ccc(F)c(F)c1)c1ccccc1 (stereo unspecified)
    ., ., 0.252, ., i, i, ., -0.137, 0.774, 7.4, 45.4, ., i, 2.8, 5.3, -0.176, 2.3, .
- C#CC[N+](C)(C)CC#Cc1ccc(Cl)cc1
    2.0%, -3.0, 0.485, 865, i, i, 10.5, -0.455, -0.247, 11.8, 59.0, 7.8%, i, 10.8, 24.0, -0.246, 8.1, -3.2
- CCOCc1nnc(NC(=O)c2cc(C(=O)OC)cc([N+](=O)[O-])c2)s1
    -1.3%, 4.9, 0.317, 1468, i, i, 0.1, -0.244, 0.208, -6.8, 60.7, -6.4%, i, 2.9, 9.9, -0.34, 2.4, 4.8
- c1ccc(-c2nc3c([nH]2)CCc2nonc2-3)cc1
    11.5%, 8.0, 0.211, 1052, i, i, 0.1, 0.305, 0.06, -4.9, 62.0, -6.4%, i, 2.0, 8.2, -0.268, 1.5, -21.5
- O=C(N/N=C/C(Cl)=C/c1ccc([N+](=O)[O-])cc1)C(=O)Nc1cccc(C(=O)O)c1
    22.4%, ., -0.67, 1164, i, ., 1.6, 0.905, 0.312, ., 19.0, 15.5%, i, ., ., -0.243, ., .
- COc1cc(C2NC(=O)NC(C)=C2C(=O)OCC2CCCO2)ccc1O (stereo unspecified)
    -4.2%, -6.1, 1.54, 1076, i, i, 0.0, -0.108, 0.0713, 3.9, 6.7, 2.8%, i, 2.5, 22.8, -0.236, 2.5, 6.9
- O=C(O)C1CC=CCC1C(=O)Nc1ccccc1Cl (stereo unspecified)
    3.7%, -2.4, -0.362, 1048, i, i, -8.2, 0.672, 0.92, -30.9, 40.1, 12µM*, i, 2.3, 2.5, -0.178, 1.4, -10.0
- CC(=O)c1cccc(S(=O)(=O)NC2CC2)c1
    6.5%, 8.8, 0.717, 1180, i, i, 0.8, -0.772, -0.566, -11.3, 53.8, 2.1%, i, 2.9, 5.3, -0.296, 1.1, -8.7
- Cc1c(Cl)c([N+](=O)[O-])nn1Cc1ccc(C(=O)Nc2ccc(Cl)cn2)o1
    -3.0%, 34.2, -0.576, 967, i, i, 1.9, 0.0884, 0.121, 9.9, 39.9, -16.8%, i, 1.6, 3.6, -0.246, 4.8, 30.2
- Fc1ccc(C2=NNC(=NCc3ccccc3)SC2)cc1F
    3.5%, 25.9, 0.826, 1081, ., i, -0.1, -0.997, -0.458, 16.0, ., 8.1%, i, 2.3, 3.1, -0.241, 1.2, 23.5
- c1ccc(-c2cn3cccnc3n2)cc1
    2.8%, -1.1, -2.35, ., i, i, ., 0.409, 0.894, -4.5, 41.0, i, i, 4.7, 5.5, -0.0067, 2.1, 7.8
- Cc1cccc2cc(CN(C(=O)c3cccc([N+](=O)[O-])c3)C(C)C)c(=O)[nH]c12
    8.6%, ., -0.616, 1360, i, ., -0.8, 1.76, 0.727, ., 20.4, 4.5%, i, ., ., -0.235, ., .
- Cc1ccc(NC(=S)NCCCN2CCOCC2)cc1
    5.0%, -8.5, 0.0369, 552, i, i, -0.8, -0.0209, -0.439, -13.2, 10.1, -17.7%, i, 6.9, 5.0, -0.292, 2.6, -6.5
- Cc1ccc(C(=O)N/N=C\c2ccc(OC(=O)c3cccs3)cc2)cn1
    -4.9%, -10.9, -2.13, 1072, i, i, -1.8, 1.8, 2.74, 7.9, 33.5, -14.4%, i, 4.2, 0.3, 0.0301, 1.7, 7.6
- Nc1c(C(=O)O)nnn1Cc1ccccc1
    -1.1%, -1.2, 0.491, ., i, i, ., -0.704, -0.0561, 5.5, 39.1, 15.3%, i, 0.9, 6.2, 0.034, 1.2, -15.8
- CC(C)COc1ccc(-c2nnc(-c3ccco3)o2)cc1
    1.7%, 1.1, 2.08, 1217, i, i, -3.1, -0.686, 0.193, 17.4, 12.9, -1.9%, i, 2.9, 8.8, -0.228, 2.6, 27.2
- Cn1c(SCc2nc3ccccc3[nH]2)nnc1-c1cccnc1
    6.7%, 3.6, 0.457, 755, i, i, -1.6, -0.477, -0.225, -1.8, 53.2, 8.1%, i, 3.4, 7.1, -0.335, 3.7, 4.2
- COc1cccc(-n2c(N)c(C(=O)Nc3c(C)n(C)n(-c4ccccc4)c3=O)c3nc4ccccc4nc32)c1
    14.1%, ., -0.885, 1265, i, ., 9.2, 1.87, 0.932, ., 50.9, 13.4%, i, ., ., -0.0558, ., .
- Cc1ccc2nc(-c3ccc(NC(=O)CN4CCN(c5ccccn5)CC4)cc3)sc2c1
    1.7%, ., 0.29, 1321, i, ., 0.9, -0.91, -0.0557, ., 54.1, -6.2%, i, ., ., -0.249, ., .
- COc1ccc(C(=O)N2CC3(CC(c4cccc(NC(=O)COc5ccc(Cl)cc5)c4)=NO3)C[C@@H]2C(N)=O)cc1 (stereo partly specified)
    -0.9%, ., -0.24, 1152, i, ., 1.4, -0.0992, -0.0503, ., 29.3, 5.6%, i, ., ., -0.773, ., .
- Nn1c(Cc2cccc3ccccc23)nnc1SCCOc1ccc(F)cc1
    0.5%, 10.8, 1.45, 559, i, i, 0.3, -1.39, -0.956, 19.4, 4.0, 8.8%, i, 2.3, 8.7, 0.134, 2.1, 18.3
- O=C(O)CC1S/C(=N/N=C/C=C/c2ccccc2[N+](=O)[O-])NC1=O (stereo unspecified)
    8.8%, -2.7, -0.289, 984, i, i, -0.4, 0.343, 0.318, -9.5, 43.3, 14.8%, i, 0.8, 8.6, -0.17, 2.1, -1.9
- COc1ccccc1OCC(=O)Nc1nnc(-c2ccco2)s1
    2.9%, 9.4, 0.22, 1196, ., i, -3.1, -0.539, -0.227, 2.5, ., -2.4%, i, 5.2, 5.1, -0.0929, 4.2, -2.9
- CC(=O)Oc1ccc(N2C(=O)CCC2=O)cc1
    6.8%, -2.6, 0.444, 1182, i, i, -2.8, -0.351, -0.0637, 9.2, 54.4, 3.5%, i, 2.5, 13.2, -0.223, 2.2, -17.8
- CN(C(=O)CSc1nc2c(cnn2-c2ccccc2)c(=O)[nH]1)C1CCS(=O)(=O)C1 (stereo unspecified)
    1.8%, 8.4, -0.244, 859, i, i, -1.0, 0.111, 0.288, -37.2, 47.8, -0.2%, i, 2.1, 3.4, -0.209, 1.9, -2.5
- COC(=O)c1ccc2c(=O)n(CCCN3CCCC3=O)c(=S)[nH]c2c1
    6.1%, -41.2, -1.49, ., i, i, ., 3.09, 1.5, 0.1, 29.8, -2.4%, i, 2.7, 3.7, -0.196, 1.7, -16.0

# Assay outcomes from PubChem BioAssay.
